High-throughput results as filed in PubChem.
TAAR1 antag: human TAAR1 antagonism. Q96RJ0. CHO RD-HGA16 TAAR1, Fluo-8 calcium fluorescence, antagonist. inhibition, % at 3 µM. hit rate 1.5% among 360,000;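 active = inhibition above a per-plate cutoff, the mean inhibition of test compounds on that plate plus 3 SD, cut at about 49% in these data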;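 note: 0% = DMSO plus EC80 beta-PEA response and 100% = DMSO alone without agonist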
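Assay system: CHO-derived RD-HGA16 cells stably expressing human TAAR1 plus Gα16. Timing: 140 s kinetic read after compound, 140 s after agonist. Technique: kinetic Fluo-8 calcium fluorescence measurement. Measure: % inhibition of agonist calcium response.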
M4 PAM: CHRM4 positive allosteric modulation; P08173; CHO-K1 hM4/Gqi5, Fluo-8 calcium fluorescence, ACh EC20; 0% = ACh EC20, 100% = maximal ACh; activation, % at 3 µM; hit rate 0.4% among 360,000;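 active = activation above its plate's cutoff, the mean activation of sample wells plus 3 SD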; note: some results filed as inactive read as strong as hits
Target sequence (P08173 whole entry, looked up): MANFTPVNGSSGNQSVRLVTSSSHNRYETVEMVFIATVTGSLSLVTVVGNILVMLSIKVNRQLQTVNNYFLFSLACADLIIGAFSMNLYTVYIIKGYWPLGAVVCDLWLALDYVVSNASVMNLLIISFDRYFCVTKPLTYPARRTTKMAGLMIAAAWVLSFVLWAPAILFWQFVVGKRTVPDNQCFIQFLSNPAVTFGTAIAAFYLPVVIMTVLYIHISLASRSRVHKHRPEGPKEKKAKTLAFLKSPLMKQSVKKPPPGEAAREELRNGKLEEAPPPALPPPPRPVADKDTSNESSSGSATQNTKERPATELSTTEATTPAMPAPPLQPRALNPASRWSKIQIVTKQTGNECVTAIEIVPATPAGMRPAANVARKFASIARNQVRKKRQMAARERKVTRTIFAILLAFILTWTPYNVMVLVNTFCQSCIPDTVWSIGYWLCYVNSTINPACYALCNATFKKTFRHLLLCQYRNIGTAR
TAAR1 ag: agonists of human TAAR1. hit rate 0.99% among 360,000. activation, % at 3 µM. Q96RJ0. AID 624467. CHO RD-HGA16 TAAR1, Fluo-8 calcium fluorescence; vehicle wells 0%, saturating PEA agonist 100%;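 active = activation above the mean activation of all test compounds in the run plus 3 SD, cut at about 38% in these data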
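Repeats: no replicates (n 1) | Material: CHO-derived RD-HGA16 cells with stable Gα16 and human TAAR1 | Technique: Kinetic Fluo-8 calcium fluorescence | Schedule: 17-24 h seeding, 75 min 37 °C dye, 30 min RT | Evaluation: % activation from peak over basal fluorescence ratio, DMSO-to-PEA scaled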
CHRM5 agonist: CHRM5 agonism in calcium assay. CHO-K1 hM5 cells, Fluo-8 calcium fluorescence; 0% DMSO wells, 100% maximal acetylcholine response. AID 624037. hit rate 0.19% among 360,000. P08912. activation, % at 3 µM;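 active = activation above the run's mean over test compounds plus 3 SD, cut at about 23% in these data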;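 note: signal is peak over basal fluorescence ratio across the kinetic read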
Target sequence (P08912 whole entry, looked up): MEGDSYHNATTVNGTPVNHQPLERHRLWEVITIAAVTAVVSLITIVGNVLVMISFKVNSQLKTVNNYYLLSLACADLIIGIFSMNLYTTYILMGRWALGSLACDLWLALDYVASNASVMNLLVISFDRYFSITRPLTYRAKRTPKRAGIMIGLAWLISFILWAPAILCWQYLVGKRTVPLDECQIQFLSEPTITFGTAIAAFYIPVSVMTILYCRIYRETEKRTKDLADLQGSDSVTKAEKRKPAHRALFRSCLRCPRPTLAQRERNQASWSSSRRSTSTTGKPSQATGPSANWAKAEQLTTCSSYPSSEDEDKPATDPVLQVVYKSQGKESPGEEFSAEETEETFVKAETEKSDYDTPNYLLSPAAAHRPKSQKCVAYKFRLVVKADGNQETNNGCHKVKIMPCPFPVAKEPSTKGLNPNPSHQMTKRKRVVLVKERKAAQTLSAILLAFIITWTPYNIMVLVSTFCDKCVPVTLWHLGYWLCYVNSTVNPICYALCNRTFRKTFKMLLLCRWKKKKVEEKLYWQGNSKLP
M5 PAM: CHRM5 positive allosteric modulation. CHO-K1 hM5, Fluo-8 calcium, ACh EC20 PAM; 0% = ACh EC20, 100% = ACh EC100. P08912. hit rate 0.3% among 360,000. activation, % at 3 µM;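 active = activation above the run cutoff, the mean activation of all test compounds plus 3 SD, cut at about 18% in these data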
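Test system: CHO-K1 hM5 cells / Doses: single-point, 3 µM nominal / Times: Post-acetylcholine fluorescence recording 140 s / Technique: Fluo-8 calcium fluorescence / Measure: Max/basal fluorescence ratio as % of EC20–EC100 ACh window / Benchmarks: low control EC20 acetylcholine (0%), high control EC100 acetylcholine (100%) / Replicates: one well per compound, no replicates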
M5 antag: antagonists of human muscarinic M5 receptor (CHRM5) | P08912 | CHO-hM5 cells, Fluo-8 calcium fluorescence, ACh EC80 | inhibition, % at 3 µM | hit rate 0.59% among 360,000;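 active = inhibition above a per-plate cutoff, the mean of that plate's test compounds plus 3 SD, cut at about 27% in these data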;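 note: 0% = acetylcholine EC80 with DMSO and 100% = DMSO without agonist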
M1 PAM parental: M1 PAM counterscreen hit in parental CHO-K1 cells; ATP EC20, Fluo-8 calcium fluorescence; 0% at ATP EC20, 100% at ATP max; activation, % at 3 µM; hit rate 0.02% among 360,000; AID 602247;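 active = activation above the run cutoff, the mean activation of all test compounds plus 3 SD, cut at about 40% in these data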;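 note: peak over basal fluorescence ratio in a 140 s read after ATP addition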
CRFR2-BP ag: agonists of human CRF-binding protein/CRF-R2 receptor complex; activation, % at 13.2 µM; AID 588473; hit rate 0.46% among 350,000; HEK293 CRF-R2/CRF-BP, calcium dye fluorescence (FLIPR); percent of saturating CRF peptide response;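 active = activation of at least 50%, plus an integration ratio under a set limit after plate pattern correction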;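 note: plate controls were neutral control wells without compound for no effect and CRF at EC100 for full effect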
CRFR2-BP antag: blocks CRF-induced signaling of the CRF-BP/CRF-R2 complex | hit rate 0.59% among 350,000 | HEK293 CRF-R2/CRF-BP, CRF-induced calcium fluorescence | inhibition, % at 11.8 µM;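 active = inhibition of the ligand-induced calcium signal above about 50% at the single tested concentration, limit read from the data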
The depositor's hits bear a star; . = not tested or not shown.

SMILES	TAAR1 antag	M4 PAM	TAAR1 ag	CHRM5 agonist	M5 PAM	M5 antag	M1 PAM parental	CRFR2-BP ag	CRFR2-BP antag
CCCCN1C(=O)C(CC(=O)NCc2cccs2)CC(C(=O)N(C(C)C)C(C)C)=C1C (stereo not drawn)	7.9	7.4	-1.8	-0.8	1.4	0.6	12.8	-0.5	-6.4
COc1ccc(OCc2n[nH]c(=S)n2N)cc1	-1.4	1.1	-0.3	-0.7	6.1	9.6	19.0	0.3	6.5
Cc1nc2ccc(S(=O)(=O)NC(C(=O)N3CCC(C)CC3)C(C)C)cc2s1 (stereo not drawn)	-6.3	-4.5	1.4	0.2	-6.5	-2.7	-0.5	0.3	-1.9
O=C(NN=C1CCCC1)c1ccn[nH]1	-16.5	1.2	7.9	-0.6	-4.1	-3.6	17.4	2.0	-3.6
CN(C(=O)c1cccc(NC(=O)Cc2ccc(NC(=O)C3CCCN(C(=O)C4CCCCC4)C3)cc2)c1)C1CC1 (stereo not drawn)	-7.8	-0.3	0.7	1.3	-2.4	8.0	7.9	0.7	-2.1
CC(/C=C1\SC(=S)N(NC(=O)c2cccc(O)c2)C1=O)=C\c1ccccc1	15.0	-4.3	0.2	-2.0	-0.8	-2.2	14.7	4.0	5.7
CC1NS(=O)(=O)c2cc([N+](=O)[O-])ccc21 (stereo not drawn)	-2.1	4.6	1.9	3.6	-2.5	-1.2	-10.0	.	.
COc1cccc(/C=C2\SC(=S)N(CCCC(=O)NC3=NCCS3)C2=O)c1	-10.4	0.9	-0.6	-1.3	-0.2	8.0	5.2	16.1	-26.2
COc1ccc(S(=O)(=O)N2c3cc(C)ccc3OCC2C(C)(C)C)cc1 (stereo not drawn)	0.1	8.8	10.0	0.2	4.5	-7.6	13.5	-0.5	15.8
O=C(CC1Sc2ccccc2NC1=O)OCC(=O)N1CCc2ccccc21 (stereo not drawn)	-0.7	-8.6	13.2	-9.2	-25.3	-12.9	-19.9	-0.5	-10.6
O=C1NC[C@H](CCCCN2CCN(Cc3ccccc3)C(=O)C2=O)N(CCC2CCCCC2)C1=O	-1.7	-2.4	1.2	-2.9	-3.6	10.2	-14.9	.	.
Cc1ccc(S(=O)(=O)N(C)CC(=O)N/N=C/c2ccc(C)o2)cc1	14.0	-13.2	7.7	1.0	-4.0	0.5	17.2	-6.7	-6.2
O=C(NCCCN1CCCC1)c1ccc2c(c1)N(Cc1ccccc1F)C(=O)c1ccccc1S2(=O)=O	-5.3	9.0	0.5	-8.8	3.7	0.7	22.9	-1.4	-9.9
Cc1cc(=O)oc2cc(OCC(O)Cn3ccnc3)ccc12 (stereo not drawn)	-7.5	-1.3	-0.8	0.8	1.9	2.7	8.5	-0.9	1.9
Cc1cc(C)nc(N2CCC(C(=O)Nc3ccc4c(c3)OCCO4)CC2)n1	-9.6	0.4	6.2	-2.7	-1.0	-4.7	-5.1	0.0	-6.2
O=C(NCCOc1ccccc1)C1CCC(=O)N(CCN2CCOCC2)C1 (stereo not drawn)	-15.2	2.7	8.4	-3.9	-2.1	-5.5	11.0	4.7	3.3
O=C(NCCCn1ccnc1)c1ccc2c(c1)OCCO2	-2.5	-4.8	1.7	1.7	-5.2	2.8	23.4	-2.8	23.4
C=CCNC(=S)N1CCc2[nH]c3ccccc3c2C1	-0.9	-6.9	6.5	4.8	0.8	1.1	-15.3	-0.4	1.4
O=C(O)c1ccc(NC(=O)c2cccc(S(=O)(=O)Nc3ccc(C(=O)O)cc3)c2)cc1	-14.9	1.0	1.5	0.3	-4.9	6.7	11.6	-0.4	3.8
Cc1cc(NC(=O)Nc2ccc(Cl)c(Cl)c2)n(-c2ccccc2)n1	-15.9	-14.0	19.6	4.2	-15.5	17.1	2.5	2.2	14.6
CC1=C(C(=O)N2CCOCC2)CC(CC(=O)NC(c2ccccc2)c2ccccc2)C(=O)N1CCCN1CCCC1=O (stereo not drawn)	2.6	6.0	-0.3	-0.6	3.7	-2.3	16.4	0.2	-5.6
O=C(Nc1ccc(Cl)c(S(=O)(=O)N2CCOCC2)c1)c1cc(=O)[nH]c2ccccc12	-6.0	8.3	-1.9	0.0	-7.0	4.1	11.2	0.3	-6.7
Cc1ccc(Cc2ccc(C(=O)NNC(N)=S)o2)cc1	-5.6	1.0	2.8	-4.7	0.4	0.4	14.5	-2.3	24.5
O=C(Nc1ccc2ccccc2c1)c1cnccn1	2.3	-4.9	3.7	0.2	2.4	-4.1	-11.2	-0.1	7.9
COC(=O)CSc1nc(NC#N)nc(NC(C)(C)C)n1	-12.3	-9.4	0.5	0.8	-5.2	10.7	-12.2	4.4	-9.2
(more compounds)
SMILES	TAAR1 antag	M4 PAM	TAAR1 ag	CHRM5 agonist	M5 PAM	M5 antag	M1 PAM parental	CRFR2-BP ag	CRFR2-BP antag
CC1CC(C)(C)NC(=S)N1CCC(=O)N1c2ccccc2CC1C (stereo not drawn)	-41.1	3.6	3.4	-1.9	-5.0	19.5	8.6	0.6	-1.5
Cc1ccc(S(=O)(=O)/N=C(/Nc2ccc3[nH]c(=O)[nH]c3c2)c2ccc(F)cc2)cc1	-3.1	-0.3	7.8	-2.6	1.8	-13.2	12.6	-0.3	2.2
C#CCC(NC(=O)c1ccc(C(F)(F)F)cc1)C(=O)NCCC (stereo not drawn)	-11.5	11.3	6.5	1.4	5.7	-7.4	10.9	-2.3	6.0
CCC1CN(S(=O)(=O)c2cc(-c3cc(C)no3)ccc2OC)c2cc(C)ccc2O1 (stereo not drawn)	-35.5	-0.2	-1.7	-5.2	-8.9	14.2	17.3	2.0	0.4
COc1ccc(C(C)=O)cc1Cn1c(C)c(C(=O)NCC(C)C)sc1=O	4.0	1.5	0.3	2.5	-0.7	-1.6	14.3	.	.
CC(=O)Nc1ccc(S(=O)(=O)N(C)c2nc3ccccc3nc2Cl)cc1	33.7	-7.7	13.2	1.8	2.4	1.3	-9.3	-0.3	2.3
CN(C)C(=O)Cn1c(SCC(=O)NC2CCCCC2)nc2ccccc21	7.3	-0.8	6.3	2.1	-1.9	1.2	-5.3	-1.1	6.5
C=CCNc1nc(Nc2ccc([N+](=O)[O-])cc2)nc(OC)n1	-8.6	15.7	5.9	-3.1	1.9	-4.8	-5.4	-0.7	-3.5
CN(Cc1ccco1)S(=O)(=O)c1nnc(NC(=O)c2ccccc2Cl)s1	-30.0	-1.1	1.4	-2.3	-5.9	11.3	-11.3	-0.9	3.1
CN(C)C(CNc1ccc(C(N)=O)cc1[N+](=O)[O-])c1ccccc1 (stereo not drawn)	-8.3	-2.2	-0.6	-3.3	-4.0	15.1	17.1	0.1	-2.1
COCCN1C=C2C(=O)C(C)(OC(=O)CCC(=O)OC)C(=O)C(Br)=C2C=C1c1ccc(OC)cc1 (stereo not drawn)	.	-2.1	.	0.7	6.6	6.8	13.6	3.2	21.0
O=C(NC1CCCCC1)C(c1ccc(F)cc1)N(Cc1ccco1)C(=O)CN1C(=O)c2ccccc2S1(=O)=O (stereo not drawn)	1.1	-2.5	-0.1	-0.4	-4.9	11.6	11.0	-2.7	17.8
O=C(NC(=O)c1ccccc1)Nc1ccc(Cl)cn1	-17.0	-0.7	2.1	-2.8	-3.1	15.1	-22.2	-0.5	-16.2
CCOc1ccc(S(=O)(=O)N2CCN(S(=O)(=O)c3ccc(OCC)cc3)C(C)C2)cc1 (stereo not drawn)	-3.8	0.9	8.7	-1.9	-2.0	6.1	8.7	6.7	-12.0
Cc1ncc(S(=O)(=O)c2ccccc2)c(-c2ccccc2)n1	6.4	7.7	4.2	-3.6	-8.8	11.5	-2.1	0.0	-8.5
CC(C)COC(=O)n1c(SCC(N)=O)nc2ccccc21	-25.0	-4.2	2.6	0.7	3.2	5.4	10.9	-1.8	-5.6

Some of these compounds in order of the CRFR2-BP ag value, highest first:
| Structure | TAAR1 antag | M4 PAM | CHRM5 agonist | M5 PAM | M5 antag | CRFR2-BP ag | CRFR2-BP antag |
| --- | --- | --- | --- | --- | --- | --- | --- |
| CN(C)C(CNc1ccc(C(N)=O)cc1[N+](=O)[O-])c1ccccc1 (stereo not drawn) | -8.3 | -2.2 | -3.3 | -4.0 | 15.1 | 0.1 | -2.1 |
| O=C(NC(=O)c1ccccc1)Nc1ccc(Cl)cn1 | -17.0 | -0.7 | -2.8 | -3.1 | 15.1 | -0.5 | -16.2 |
| CC(C)COC(=O)n1c(SCC(N)=O)nc2ccccc21 | -25.0 | -4.2 | 0.7 | 3.2 | 5.4 | -1.8 | -5.6 |

By substructure: those above containing an aryl methoxy group.
SMILES	TAAR1 antag	M4 PAM	TAAR1 ag	CHRM5 agonist	M5 PAM	M5 antag	M1 PAM parental	CRFR2-BP ag	CRFR2-BP antag
COc1ccc(OCc2n[nH]c(=S)n2N)cc1	-1.4	1.1	-0.3	-0.7	6.1	9.6	19.0	0.3	6.5
COc1cccc(/C=C2\SC(=S)N(CCCC(=O)NC3=NCCS3)C2=O)c1	-10.4	0.9	-0.6	-1.3	-0.2	8.0	5.2	16.1	-26.2
COc1ccc(S(=O)(=O)N2c3cc(C)ccc3OCC2C(C)(C)C)cc1 (stereo not drawn)	0.1	8.8	10.0	0.2	4.5	-7.6	13.5	-0.5	15.8
CCC1CN(S(=O)(=O)c2cc(-c3cc(C)no3)ccc2OC)c2cc(C)ccc2O1 (stereo not drawn)	-35.5	-0.2	-1.7	-5.2	-8.9	14.2	17.3	2.0	0.4
COc1ccc(C(C)=O)cc1Cn1c(C)c(C(=O)NCC(C)C)sc1=O	4.0	1.5	0.3	2.5	-0.7	-1.6	14.3	.	.
C=CCNc1nc(Nc2ccc([N+](=O)[O-])cc2)nc(OC)n1	-8.6	15.7	5.9	-3.1	1.9	-4.8	-5.4	-0.7	-3.5
COCCN1C=C2C(=O)C(C)(OC(=O)CCC(=O)OC)C(=O)C(Br)=C2C=C1c1ccc(OC)cc1 (stereo not drawn)	.	-2.1	.	0.7	6.6	6.8	13.6	3.2	21.0
